# Assay outcomes as filed in PubChem BioAssay.
# Tat export inh = E. coli Tat export inhibitors, primary screen, MC4100, TorA-mCherry reporter, fluorescence, single point. inhibition, % at 10 µM. 340,000 tested, 0.036% active. AID 488895, 2010;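 active = mean replicate inhibition at least 50% and at least half of replicates individually reaching 50%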;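 also: exported cargo escapes ClpAP degradation while cytoplasmic cargo is degraded and loses fluorescence; 0% = median of neutral control wells and 100% = median of NaSCN control wells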
# HTR5A ag ctr = HTR5A agonists in luminescence cell assay, primary screen, counter-screen for OPRM1-OPRD1 heterodimer agonist project, full-deck HTS; cell-based; 5-hydroxytryptamine receptor 5A (Homo sapiens), P47898; activation, % at 9.3 µM; 340,000 tested, 0.61% active; in the data active = activation mostly above about 9.5%, no sharp cut-off; inactive = mostly below about 7.6%;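 also: 0% = cells with vehicle only and 100% = reference agonist; strong numbers were not always called active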
# Target sequence (P47898 whole entry, looked up): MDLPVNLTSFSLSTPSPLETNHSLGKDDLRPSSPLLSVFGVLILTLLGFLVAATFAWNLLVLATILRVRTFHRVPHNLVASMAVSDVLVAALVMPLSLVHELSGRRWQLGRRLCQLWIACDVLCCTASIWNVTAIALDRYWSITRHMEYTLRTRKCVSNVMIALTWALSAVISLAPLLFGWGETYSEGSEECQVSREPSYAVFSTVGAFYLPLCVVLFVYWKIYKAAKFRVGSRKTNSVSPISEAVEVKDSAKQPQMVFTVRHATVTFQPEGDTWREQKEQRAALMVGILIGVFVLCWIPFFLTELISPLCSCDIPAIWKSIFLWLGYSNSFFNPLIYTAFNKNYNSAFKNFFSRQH
# SUMO Mot1 rescue = yeast Mot1-301 growth rescue at high temperature, primary screen, SUMOylation pathway inhibitor project, S. cerevisiae, ATP luminescence, 38.5C | AID 2716, 2010 | S. cerevisiae Mot1-301 growth rescue; percent above DMSO median, 100 means doubled | growth rescue, % at 18.8 µM | 320,000 tested, 1% active;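 active = every valid replicate shows activation above 250% relative to neutral control wells; inactive = the rest, any valid replicate at or below 250%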;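 also: OY570 slx delta 5 strain wells were the positive control but not used for scaling; some compounds called inactive have numbers as strong as hits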
# phage Ecoli inh = growth loss of phage-infected E. coli, primary screen, RecBCD inhibitor project, absorbance, with phage, HTS; inhibition, % at 11.9 µM; AID 651602, 2012; 360,000 tested, 0.26% active; in the data active = inhibition above about 11%
# E coli growth = E. coli V3065 growth inhibition, primary screen, counter-screen for AddAB inhibitor project, absorbance, OD600; inhibition, % at 11.9 µM; 18 h; 330,000 tested, 0.27% active;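 active = inhibition above the campaign's mean inhibition across all tested compounds plus 3 SD, cut at about 9.9% in these data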;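 also: uninfected addAB+ strain grown without phage in ampicillin broth; 0% = DMSO wells and 100% = ciprofloxacin 0.95 µg/ml wells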
# DAGLB inh = DAGLB lipase inhibitors, primary screen, biochemical, fluorescence, HTS; Diacylglycerol lipase-beta (Homo sapiens), Q8NCG7; HEK293T DAGLB membrane lysate, EnzChek fluorogenic substrate; inhibition, % at 5.17 µM; 340,000 tested, 0.059% active; in the data active = inhibition above about 34%;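 also: 0% = enzyme with vehicle and 100% = wells lacking enzyme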
# HTR5A inv ctr = HTR5A inverse agonists in luminescence cell assay, primary screen, counter-screen for OPRM1-OPRD1 heterodimer inverse agonist project, full-deck HTS; 5-hydroxytryptamine receptor 5A (Homo sapiens), P47898; HTR5A cell line, inverse agonism; inhibition, % at 9.3 µM; 340,000 tested, 0.083% active; in the data active = inhibition mostly above about 23%, no sharp cut-off; inactive = mostly below about 18%;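 also: 0% = cells with DMSO and 100% = no-cell wells with DMSO; some compounds called inactive have numbers as strong as hits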
# PKA-R2B activ = activators of PKA-R2B holoenzyme, primary screen, biochemical, fluorescence polarization, Cy5-IP20, human | PKA-R2B holoenzyme dissociation; R2B truncated from residue 108, S112A mutant; 0% DMSO only, 100% 113 µM cGMP | activation, % at 11.4 µM | 340,000 tested, 0.079% active | AID 504700, 2011;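 active = activation above a cutoff set at the mean over all compounds plus 3 SD, cut at about 18% in these data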;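 also: higher means more holoenzyme dissociation and a rise in polarization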
# PKA-R1A act = activators of PKA-R1A holoenzyme, primary screen, biochemical, fluorescence polarization, Cy5-IP20, bovine R1A, mouse PKAc; AID 504707, 2011; cAMP-dependent protein kinase type I-alpha regulatory subunit (Bos taurus) + …; 340,000 tested, 0.083% active; activation, % at 11.4 µM; PKA-R1A dissociation; scaled: DMSO 0%, 113 µM cGMP 100%;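 active = percent activation above the mean of all tested compounds plus 3 SD, cut at about 19% in these data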;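 also: higher means more PKAc released from R1A so a rise in polarization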
# CDK5 inh = inhibitors of human CDK5/p35 kinase, primary screen, biochemical, single concentration | Recombinant CDK5/p35, ADP-Glo luminescence, 60 min | inhibition, % at 10 µM | 330,000 tested, 0.01% active | AID 488839, 2010;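 active = highest replicate inhibition of at least 50% and at least 75% of replicates reaching 50%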;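 also: plate controls were DMSO neutral control for no effect and GW8510 at 10 µM for full effect; many of its hits are not listed in these tables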
# Target sequence (Q00535 whole entry, looked up): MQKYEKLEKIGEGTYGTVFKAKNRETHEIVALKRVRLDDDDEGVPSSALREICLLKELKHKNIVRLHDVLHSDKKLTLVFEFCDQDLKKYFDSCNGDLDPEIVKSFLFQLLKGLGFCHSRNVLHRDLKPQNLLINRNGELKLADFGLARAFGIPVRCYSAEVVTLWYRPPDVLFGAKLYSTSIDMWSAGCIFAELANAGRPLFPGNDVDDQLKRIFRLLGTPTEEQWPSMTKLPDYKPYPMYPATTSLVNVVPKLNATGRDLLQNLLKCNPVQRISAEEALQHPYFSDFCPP
# Target sequence (Q15078 whole entry, looked up): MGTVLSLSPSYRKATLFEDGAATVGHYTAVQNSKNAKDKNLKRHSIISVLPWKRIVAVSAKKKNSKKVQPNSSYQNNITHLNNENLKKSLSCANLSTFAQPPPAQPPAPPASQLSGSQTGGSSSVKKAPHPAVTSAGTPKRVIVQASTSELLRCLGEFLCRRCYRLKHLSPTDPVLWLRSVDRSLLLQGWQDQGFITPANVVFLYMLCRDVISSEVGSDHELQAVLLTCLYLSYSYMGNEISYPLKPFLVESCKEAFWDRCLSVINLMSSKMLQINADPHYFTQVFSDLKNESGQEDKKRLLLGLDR
# AddAB inh = growth inhibition of E. coli expressing H. pylori AddAB, primary screen, AddAB inhibitor project, absorbance; inhibition, % at 11.9 µM; 330,000 tested, 0.29% active; in the data active = inhibition above about 12%;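 also: 0% = vehicle wells of infected cells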
# Numbers without * were called inactive; . = not tested or not shown. Not a hit list; overall some 2.3% were active at least once.
SMILES,Tat export inh,HTR5A ag ctr,SUMO Mot1 rescue,phage Ecoli inh,E coli growth,DAGLB inh,HTR5A inv ctr,PKA-R2B activ,PKA-R1A act,CDK5 inh,AddAB inh
COC(=O)C1(C(=O)OC)NOC2C(=O)N(c3ccc(Cl)cc3Cl)C(=O)C21 (stereo unspecified),1,-1,-13,1.9,-0.2,1,2,-7,-7,-1.8,-0.8
CCOC(=O)CN1C(=O)N(CC)C(C)=C(C(=O)OC)[C@@H]1c1ccccc1,-3,-4,-26,1.0,1.0,0,19,-5,-10,-0.3,2.1
CCCCS(=O)(=O)NC1=NCN(Cc2ccco2)CN1,15,-1,-6,-0.6,-1.5,3,9,1,-14,0.7,1.3
CN(C)CCN(C(=O)c1ccc(C(=O)c2ccccc2)cc1)c1nc2cc3c(cc2s1)OCCO3,-1,2,-16,1.7,1.0,-1,-3,4,-6,-2.3,3.5
Cc1cccc(NC(=O)c2cn(-c3ccccc3)nc2-c2ccccc2)c1,3,3,2,2.4,-0.6,-6,-11,-14,3,0.4,-1.6
CCN(CC)CCOC(=O)c1ccc(NC(=O)CCNC(=O)Cn2ccc3ccccc3c2=O)cc1,1,3,-24,2.7,-0.6,-2,13,2,9,-1.4,-0.2
CN(Cc1ccccc1)C(=O)C1CCCN(Cc2ccc(Cl)cc2)C1 (stereo unspecified),-3,4,13,0.0,2.0,-4,-11,-1,-1,-0.7,2.2
O=C(Cn1nc([N+](=O)[O-])nc1Br)NC1CCCCC1,1,-4,2,1.2,-3.2,-1,11,8,-4,-0.5,1.1
CCC(C(=O)OCC(=O)Nc1cc(OC)ccc1OC)c1ccccc1 (stereo unspecified),1,3,-7,2.8,-1.2,0,-8,5,-3,-2.9,0.9
Cc1c(C#N)c(O)n(CCO)c(=O)c1N=Nc1ccc(S(N)(=O)=O)cc1,-7,-1,-12,4.0,-0.6,3,5,1,-3,-1.9,3.8
COc1ccc(C(=O)C2CC2c2ccc3c(c2)OCO3)cc1 (stereo unspecified),7,-3,-8,4.6,1.1,-18,7,3,-14,-0.4,1.4
CC1Cc2ccccc2N1S(=O)(=O)c1cccc(C(=O)N2CCN(c3ncccn3)CC2)c1 (stereo unspecified),-1,4,803,1.9,0.6,-6,-11,0,5,0.1,2.3
O=C(CN1C(=O)COc2ccccc2C1=O)c1ccc2c(c1)OCCO2,-5,3,88,0.2,-0.5,14,-14,0,1,-2.9,1.6
Cc1[nH]nc2c1C(=O)CC(C)(C)C2,-10,1,55,0.6,0.6,-4,-9,-15,-12,0.0,4.0
C[n+]1ccc(/C=C/c2cccs2)cc1,-13,-2,7,4.1,4.2,1,6,2,-7,0.9,3.1
CCc1ccc(N/C(SCc2ccccc2C)=C(/C#N)C(=O)NCc2ccco2)cc1,7,-4,-5,-2.1,-1.0,-12,-30,-5,-5,-1.1,0.7
Cc1ccc2ncc(NC(=O)c3ccc(F)cc3)c(=O)n2c1,1,-5,11,1.6,2.0,4,26,-4,-6,0.4,1.7
O=c1[nH]c2c(c(=O)[nH]1)CCCCCC2,-2,-1,.,2.5,.,6,3,4,3,0.8,.
COc1cccc(C(=O)CC(C(=O)O)c2ccc(Cl)cc2)c1 (stereo unspecified),-2,4,0,-0.6,-1.6,1,-16,6,9,-2.2,-1.1
CCC1Nc2ncnc(N3CCCCC3)c2N(Cc2ccc(Br)cc2)C1=O (stereo unspecified),-3,-6,-24,1.8,3.5,2,9,-16,6,-0.3,2.6
CCOC(=O)c1c(C)c(C(=O)NCCN2CCOCC2)c(C)n1C,-3,0,-9,.,2.6,0,-20,-6,-15,-0.4,3.5
CC1CCCN(S(=O)(=O)c2ccc(S(=O)(=O)NC(C)c3cccs3)cc2)C1 (stereo unspecified),15,2,-11,0.0,-1.2,0,-8,-4,-15,2.5,-0.1
CC(C)(C)OC(=O)N[C@@H](C(=O)OC(C)(C)C)c1ccccc1,2,25*,-6,1.4,0.5,-8,-68,-8,-14,-0.7,3.0
O=C(Nc1ccc(Oc2cccnc2)cc1)c1ccccc1F,-7,-3,.,4.3,-2.6,-4,9,-1,-10,1.1,2.3
Cc1ccc(N=Nc2c(N)[nH]n3c(=O)cc(-c4ccccc4)nc23)cc1,-2,-3,535,-0.9,-2.4,6,6,-7,1,0.4,2.8
CC(C)CC(NC(=O)C(CC(C)C)NC(=O)C(Cc1ccc(OCc2ccccc2)cc1)NC(=O)OC(C)(C)C)C(N)=O (stereo unspecified),-3,2,12,4.4,1.9,1,-6,5,-4,2.3,2.6
Cc1ccc(/C=N/n2c(-c3ccc(Cl)cc3)n[nH]c2=S)o1,2,0,4,1.9,0.0,-1,-6,1,-3,1.8,0.3
COC(=O)C1=C(C)Nc2c(c(=O)n(C)c(=O)n2C)C1c1ccc(Cl)cc1 (stereo unspecified),-2,3,25,3.1,-0.8,0,12,-9,-19,-2.2,2.5
Cc1nc2nc[nH]n2c(=O)c1C/C=C/c1ccccc1,-7,2,3,4.0,1.3,4,-5,-3,-1,0.0,1.4
COC(=O)c1ccc(COc2ncnc3c(Cl)cc(Cl)cc23)o1,0,11,-7,0.8,-1.6,-2,-8,-6,1,0.9,-1.6
Cc1cccc(NC(=O)CNC(=O)Cc2ccc(S(=O)(=O)N3CCOCC3)s2)c1C,2,-2,-6,1.4,-0.3,-5,12,0,2,-1.3,1.2
O=C(NCCc1ccccn1)c1nc(Cn2cc(Br)cn2)no1,-1,0,-4,-0.4,-1.8,-4,-16,-2,4,-1.3,5.8
COC(=O)CC(c1ccc(C(C)C)cc1)n1cccc1 (stereo unspecified),-6,4,34,2.3,1.9,-4,-14,5,-3,-1.7,-0.5
COc1ccccc1C(=O)N/C(=C\c1cn(C)c2ccccc12)C(=O)NCCCN1CCOCC1,7,0,24,-0.2,-0.2,-1,0,5,-4,2.4,4.2
COCCNS(=O)(=O)c1ccc(F)c(OC)c1,9,0,-27,3.3,-3.2,0,-11,6,-14,0.3,0.9
Cc1cc(C)n(C(CC(=O)N2CCc3ccccc3C2)C(=O)O)n1 (stereo unspecified),0,-1,-17,0.1,1.0,-3,3,-8,-8,1.9,-0.5
COc1ccc(C(=O)NC(=S)Nc2ccc3oc(=O)ccc3c2)cc1OC,-5,-1,1,4.5,-0.8,3,0,2,-9,0.8,0.3
COc1cccc(NC(=O)Nc2cccnc2)c1,-2,3,-3,3.1,3.9,1,-9,3,10,-2.4,4.8
O=C(Nc1ccc(S(=O)(=O)Nc2ncccn2)cc1)c1ccccc1NS(=O)(=O)c1ccc(F)cc1,-10,-1,-7,3.2,0.3,10,6,-5,1,-1.9,-1.4
N#Cc1ccsc1NC(=O)CSc1nnc(-c2ccccc2)o1,-3,-1,1,1.2,-2.8,0,-25,-6,2,0.7,1.5

# An excerpt from above in order of number of heavy atoms, descending.
SMILES,Tat export inh,HTR5A ag ctr,SUMO Mot1 rescue,phage Ecoli inh,E coli growth,DAGLB inh,HTR5A inv ctr,PKA-R2B activ,PKA-R1A act,CDK5 inh,AddAB inh
CCN(CC)CCOC(=O)c1ccc(NC(=O)CCNC(=O)Cn2ccc3ccccc3c2=O)cc1,1,3,-24,2.7,-0.6,-2,13,2,9,-1.4,-0.2
CN(C)CCN(C(=O)c1ccc(C(=O)c2ccccc2)cc1)c1nc2cc3c(cc2s1)OCCO3,-1,2,-16,1.7,1.0,-1,-3,4,-6,-2.3,3.5
COc1ccc(C(=O)NC(=S)Nc2ccc3oc(=O)ccc3c2)cc1OC,-5,-1,1,4.5,-0.8,3,0,2,-9,0.8,0.3
Cc1ccc(N=Nc2c(N)[nH]n3c(=O)cc(-c4ccccc4)nc23)cc1,-2,-3,535,-0.9,-2.4,6,6,-7,1,0.4,2.8
CN(Cc1ccccc1)C(=O)C1CCCN(Cc2ccc(Cl)cc2)C1 (stereo unspecified),-3,4,13,0.0,2.0,-4,-11,-1,-1,-0.7,2.2
Cc1cc(C)n(C(CC(=O)N2CCc3ccccc3C2)C(=O)O)n1 (stereo unspecified),0,-1,-17,0.1,1.0,-3,3,-8,-8,1.9,-0.5
N#Cc1ccsc1NC(=O)CSc1nnc(-c2ccccc2)o1,-3,-1,1,1.2,-2.8,0,-25,-6,2,0.7,1.5
Cc1ccc2ncc(NC(=O)c3ccc(F)cc3)c(=O)n2c1,1,-5,11,1.6,2.0,4,26,-4,-6,0.4,1.7
Cc1ccc(/C=N/n2c(-c3ccc(Cl)cc3)n[nH]c2=S)o1,2,0,4,1.9,0.0,-1,-6,1,-3,1.8,0.3
CCCCS(=O)(=O)NC1=NCN(Cc2ccco2)CN1,15,-1,-6,-0.6,-1.5,3,9,1,-14,0.7,1.3
O=C(Cn1nc([N+](=O)[O-])nc1Br)NC1CCCCC1,1,-4,2,1.2,-3.2,-1,11,8,-4,-0.5,1.1
COc1cccc(NC(=O)Nc2cccnc2)c1,-2,3,-3,3.1,3.9,1,-9,3,10,-2.4,4.8
COCCNS(=O)(=O)c1ccc(F)c(OC)c1,9,0,-27,3.3,-3.2,0,-11,6,-14,0.3,0.9
O=c1[nH]c2c(c(=O)[nH]1)CCCCCC2,-2,-1,.,2.5,.,6,3,4,3,0.8,.

# The list continues.
SMILES,Tat export inh,HTR5A ag ctr,SUMO Mot1 rescue,phage Ecoli inh,E coli growth,DAGLB inh,HTR5A inv ctr,PKA-R2B activ,PKA-R1A act,CDK5 inh,AddAB inh
COc1cc2ccccc2cc1C(=O)Nc1nc(C)c(C(C)=O)s1,-13,-2,113,.,-0.9,0,5,3,-3,0.0,-0.2
CC(C)Cc1nc2oc3c(=O)[nH]cnc3c2c2c1CCCC2,-8,1,-7,1.2,0.9,-2,-16,-4,4,-0.6,0.6
N=C1CCC(=N)c2c1c(O)c1ccccc1c2O,-56,2,-2,.,-2.3,14,-5,-8,-12,2.5,-3.6
CCOC(=O)c1cc(NC(=O)c2ccccc2)c(=O)n2c1oc1ccccc12,-1,-2,.,3.6,0.6,0,-28,3,-9,0.1,1.4
COc1ccccc1N1CCN(C(=O)c2ccc(Cn3c(=S)[nH]c4cc5c(cc4c3=O)OCO5)cc2)CC1,-2,1,-5,-0.7,-0.3,1,4,-11,-11,1.7,-0.9
